Screening results: PubChem BioAssay, Sanford-Burnham Center for Chemical Genomics
GRIN3A LBD mod – modulators (binders) of human NR3A ligand-binding domain; NR3A LBD differential scanning fluorimetry, Tm shift; 0% = protein alone, 100% = glycine-bound protein; Tm shift relative to glycine control, % at 25 µM; 340,000 tested, 2.5% active; AID 1259313;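 active = melting temperature shift of at least 10% of the positive control shift, at one fixed dose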
SENP6 inh – SENP6 protease inhibition; AID 2599; Q9GZR1; inhibition, % at 10 µM; 330,000 tested, 1.8% active; Recombinant SENP6 catalytic domain, aminoluciferin luminescence;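 active = inhibition above about 50% at the single tested dose, limit read from the data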;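 note: plate controls were DMSO wells with enzyme for no effect and DMSO wells lacking enzyme for full effect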
MPTP block – inhibitors of mitochondrial permeability transition pore | 360,000 tested, 1.4% active | inhibition, % at 10 µM | AID 602449 | isolated mouse mitochondria, Ca2+ swelling absorbance, 30 min;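 active = inhibition of 50% or more, scaled per plate between neutral and stimulator controls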;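 note: 0% = DMSO wells given calcium and 100% = 1 mM EGTA wells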
ATG4B inhibitor – inhibitors of human ATG4B cysteine protease. Q9Y4P1. ATG4B cleavage of LC3-PLA2, NBD-HPC fluorescence, 1 h. inhibition, % at 8.33 µM. AID 504462. 340,000 tested, 0.51% active; in the data active = inhibition above about 40%
Target sequence (Q9Y4P1 whole entry, looked up): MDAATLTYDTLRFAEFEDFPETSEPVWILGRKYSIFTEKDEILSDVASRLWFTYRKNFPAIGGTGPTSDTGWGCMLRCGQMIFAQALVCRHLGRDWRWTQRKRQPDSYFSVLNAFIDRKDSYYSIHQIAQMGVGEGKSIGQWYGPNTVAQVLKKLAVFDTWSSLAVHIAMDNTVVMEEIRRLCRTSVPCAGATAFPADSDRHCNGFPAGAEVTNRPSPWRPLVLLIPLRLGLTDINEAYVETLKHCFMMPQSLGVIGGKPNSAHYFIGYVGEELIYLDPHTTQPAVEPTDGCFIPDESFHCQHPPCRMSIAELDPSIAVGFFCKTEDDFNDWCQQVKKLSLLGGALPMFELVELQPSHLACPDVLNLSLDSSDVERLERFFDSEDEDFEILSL
hIAP act – increases human intestinal alkaline phosphatase activity; activation factor at 10 µM; purified human IAP, CDP-Star luminescence, 30 min; active compounds read high; 1 = vehicle-only enzyme, 0 = enzyme-free background; P09923; 330,000 tested, 0.16% active;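 active = activation factor of the enzyme at least 2-fold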; note: the source names both 10 and 20 µM as test concentration; values of inactives mirror those of a sister screen read the other way
Target sequence (P09923 whole entry, looked up): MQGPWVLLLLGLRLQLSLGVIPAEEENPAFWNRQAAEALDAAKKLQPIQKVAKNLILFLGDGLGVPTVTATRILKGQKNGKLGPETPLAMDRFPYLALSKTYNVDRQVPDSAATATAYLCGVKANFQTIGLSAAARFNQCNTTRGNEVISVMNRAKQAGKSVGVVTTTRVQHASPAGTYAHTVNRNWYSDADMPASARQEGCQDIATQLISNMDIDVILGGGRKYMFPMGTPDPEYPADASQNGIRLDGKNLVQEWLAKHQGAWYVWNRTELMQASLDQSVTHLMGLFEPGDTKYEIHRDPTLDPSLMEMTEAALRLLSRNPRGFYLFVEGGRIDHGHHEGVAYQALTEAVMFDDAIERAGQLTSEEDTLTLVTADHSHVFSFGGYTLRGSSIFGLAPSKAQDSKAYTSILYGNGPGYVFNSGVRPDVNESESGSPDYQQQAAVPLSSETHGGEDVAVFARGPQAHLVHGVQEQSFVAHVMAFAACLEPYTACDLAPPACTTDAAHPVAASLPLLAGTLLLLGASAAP
SENP1 inh – SENP1 (human) catalytic domain inhibition; recombinant SENP1 catalytic domain, CyPet-SUMO1-YPet FRET cleavage; 360,000 tested, 0.21% active; inhibition, % at 10 µM; Q9P0U3; AID 624204;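 active = inhibition at least 30% at 10 µM, raw YFP signal under a set limit, fluorescence ratio 0.5 to 1.5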;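 note: 0% = enzyme with DMSO and 100% = no enzyme wells; some results filed as inactive read as strong as hits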
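System: Recombinant human SENP1 catalytic domain, His6-tagged | Incubation: Enzyme reaction for 50 min at room temperature, dark | Medium: Tris pH 8 with BME, BSA, NP40 and catalase | Also added: 25 nM SUMO1 FRET substrate | Compound: 10 µM single point, 0.5% DMSO | Measured by: FRET fluorescence in CFP and YFP emission channels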
PfGluPho inh – PfG6PD (Plasmodium falciparum) enzyme inhibition. PfGluPho enzyme, NADPH resazurin-diaphorase fluorescence. inhibition, % at 20 µM. 350,000 tested, 0.78% active;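 active = inhibition reaching at least a set limit at 20 µM in the primary screen, cut at about 59% in these data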;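 note: 0% = DMSO wells with substrate and 100% = DMSO wells lacking glucose-6-phosphate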
SENP8 block – inhibitors of human SENP8 protease | inhibition, % at 20 µM | 360,000 tested, 0.64% active | recombinant SENP8, Nedd8 substrate fluorescence; in the data active = inhibition mostly above about 40%, no sharp cut-off; inactive = mostly below about 27%
Active calls of the source: *; . = not tested or not shown.

SMILES	GRIN3A LBD mod	SENP6 inh	MPTP block	ATG4B inhibitor	hIAP act	SENP1 inh	PfGluPho inh	SENP8 block
O=C(CNC(=O)c1cc2c(n(-c3ccccc3)c1=O)CCCC2=O)c1ccccc1	0	7	-0.4	-6	1.2	4	-9	-92
COc1ccc(Nc2nc(N3CCOCC3)nc(N3CCOCC3)n2)cc1	-1	-2	0.3	2	0.98	1	9	4
COc1ccccc1CNC(=O)C(C)Sc1ccsc1[N+](=O)[O-] (configuration not stated)	-2	-2	-0.1	11	1	-1	10	4
COc1ccc(C)cc1-n1nnnc1SC(C)C(=O)NC1CCCC1 (configuration not stated)	-1	2	0.0	-3	1.1	3	-3	3
O=C(CN1CCCC1)N1CCCc2ccccc21	2	-12	0.1	-9	1.2	0	3	5
CCCCCCCn1ccc(=N)cc1	-7	-12	3.1	1	1.1	1	1	9
O=C(CSc1nc2ccccc2s1)NNC(=S)Nc1ccc(Cl)cc1	32*	2	93*	9	1.5	-1	-10	21
CC1=Nc2nc(N3CCCCC3)c(C#N)c3c4c(nc(c23)N1)N(c1ccc(C(C)C)cc1)C(=O)C4	0	11	11	0	0.88	-46	-8	-402
CC(=O)N(c1ccc(Cl)cc1)c1nc(C)cc(C)c1C#N	-1	5	-0.9	-6	1	1	-2	2
Cc1cc(=O)[nH]c(SCC(=O)NCCOc2ccccc2)n1	-4	5	-0.2	-8	0.97	3	-8	18
Cc1ccc(CCNC(=O)CCn2c(=O)c3cccn3c3ccc(F)cc32)cc1	1	-7	-1.7	-8	0.9	-1	3	-10
CCSC1=N/C(=C\c2cccnc2)C(=O)N1c1ccccc1	-8	-15	-0.7	-1	1.2	-5	12	-334
COc1ccc(C(=O)N/N=C(\C)CC(=O)Nc2ccc(Cl)cn2)cc1	-2	-28	1.9	-4	1.2	-8	-7	-1
Cc1ccccc1NC(=O)c1cccc(C(F)(F)F)c1	0	-26	1.2	6	1.1	4	-7	-3
COc1cc(N2CCCC2)c(OC)cc1/C=C1/NC(=S)NC1=O	-5	8	2.3	2	1.1	-30	35	30
CCOc1ccc(NS(=O)(=O)c2cc(Cl)ccc2OC)cc1	-7	-12	1.9	-12	0.92	1	3	14
COc1ccc(OCC(=O)OCC(=O)NCc2ccc(F)cc2)cc1	0	-7	-0.3	2	1.2	5	-22	14
O=S1c2ccccc2Oc2ccccc21	0	.	-0.9	-6	.	5	-3	5
CCC(C(=O)Nc1nc(C)c(C)s1)c1ccccc1 (configuration not stated)	0	-13	0.9	0	1	3	-6	10
CCOC(=O)c1ccc(NC(=O)NCCc2ccccc2OC)cc1	-28	-22	2.9	2	1.2	2	0	2
O=C(CCS(=O)(=O)Cc1ccccc1)N1CCc2ccccc2C1	-1	-3	-2.4	7	0.95	0	13	8
CCCC(=O)Nc1cc(C(=O)O)ccc1S(=O)(=O)c1ccc(Cl)cc1	1	6	5.2	3	0.98	1	-4	-9
O=C(Nc1nc(-c2ccccc2)cs1)C1CCCO1 (configuration not stated)	2	15	-0.5	-12	1.1	1	5	15
COc1ccc(Cc2nc3ccc(S(=O)(=O)N4CCOCC4)cc3[nH]2)cc1OC	-1	-6	6.1	-13	1.4	-8	-1	-3
CCCCN(C(=O)c1cc(-c2ccc(F)cc2)nc2ccccc12)c1c(N)n(CCCC)c(=O)[nH]c1=O	1	-11	0.0	0	0.77	-37	-5	-186
NC(=O)c1ccc(NC(=O)COC(=O)c2ccccc2SCC(=O)N2CCCC2)cc1	.	.	-0.5	.	.	1	4	-10
COc1ccc(CCN2CC(C(=O)N(C)Cc3cccnc3)CC2=O)cc1OC (configuration not stated)	-1	-7	-1.7	2	0.92	0	-8	17
CCSc1nnc(-c2ccc(Cl)cc2)c2ccccc12	-3	0	3.9	-1	0.92	2	6	18
Cc1cccc(Cn2nc(C)cc2NC(=O)Cn2cc([N+](=O)[O-])cn2)c1	-1	-5	-0.6	-13	0.94	0	13	12
CC1(C)C(=O)C2(CCCCC2)C(=O)OC1c1cccn1-c1ccc([N+](=O)[O-])cc1 (configuration not stated)	-5	7	1.3	11	1.1	-1	12	17
O=C(NCCc1ccc(F)cc1)C(=O)NCC1CCCN1S(=O)(=O)c1ccccc1 (configuration not stated)	1	-1	-1.3	-1	1	1	-9	4
Cc1nc2sccn2c1-c1csc(NCc2ccccc2)n1	4	-12	58*	-1	0.96	0	22	5
O=C(COc1ccc(S(=O)(=O)NC2CCCC2)cc1)NCC1CCCO1 (configuration not stated)	2	-11	-0.3	1	1	3	-4	7
COc1ccc(S(=O)(=O)NNC(=O)c2ccccc2-n2cccc2)cc1	-1	12	0.1	-10	1.1	1	21	-11
COc1nnc(-c2ccc(C)c(S(=O)(=O)N(C)C)c2)c2ccccc12	1	1	1.6	-5	0.98	2	7	16
CCCCNC(=O)CSc1nc2cc3c(cc2c(=O)n1CCCC(=O)NCCc1ccc(OC)c(OC)c1)OCO3	-1	-12	-2.1	1	1.1	2	-26	12
COc1ccc(/C=N/NC(=O)CN(C2=NS(=O)(=O)c3ccccc32)c2ccccc2)cc1OC	-4	-15	0.8	-7	0.93	2	0	17
[O-]c1n[n+](-c2ccc(Cl)cc2)cc2ccccc12	-1	13	-0.1	1	1	-4	-3	-1
COC(=O)[C@H](Cc1ccccc1)NC(=O)NCc1ccccc1OC	0	-6	0.3	-5	0.92	2	11	-2
Cc1cc2ncn(/N=C/c3ccc(-c4ccccc4)o3)c2cc1C	-3	-14	2.9	-11	1	1	73*	-86
Cc1nc(N2CCN(Cc3ccc4c(c3)OCO4)CC2)c2oc3ccccc3c2n1	-1	.	5.2	32	.	-2	13	11
CC1CCC2(CC1)NC(=O)N(CC(=O)Nc1ccc(F)cc1)C2=O (configuration not stated)	4	8	-0.2	-3	1.2	-1	-9	1
CCN(CC(=O)Nc1ccccc1OC)C(=O)CN1C(=O)NC(C)(c2ccc(C)cc2)C1=O (configuration not stated)	2	-15	-0.9	-2	1	0	1	4
Cc1cc(-c2ccc(/C=N/n3cnnc3)o2)c([N+](=O)[O-])cc1C	0	12	-0.5	3	0.97	-41	40	-228
O=C1c2ccccc2C(=O)N1CCCCSc1nnc2c(Cl)cc(Cl)cn12	0	-2	-0.2	3	0.99	-13	4	-75

Only SENP6 inh, MPTP block and ATG4B inhibitor, for 2 of the compounds above:
SMILES,SENP6 inh,MPTP block,ATG4B inhibitor
O=C1c2ccccc2C(=O)N1CCCCSc1nnc2c(Cl)cc(Cl)cn12,-2,-0.2,3
Cc1nc(N2CCN(Cc3ccc4c(c3)OCO4)CC2)c2oc3ccccc3c2n1,.,5.2,32

The listing continues.
SMILES	GRIN3A LBD mod	SENP6 inh	MPTP block	ATG4B inhibitor	hIAP act	SENP1 inh	PfGluPho inh	SENP8 block
COc1ccc(S(=O)(=O)NCc2ccc(C(=O)NCCCN3CC(C)CC(C)C3)cc2)cc1 (configuration not stated)	-5	8	-0.2	2	1.1	0	-4	17
O=C(Nc1ccccn1)C1COc2ccccc2O1 (configuration not stated)	1	26	0.5	-7	1.1	2	-1	19
Cc1noc(NS(=O)(=O)c2ccc(NC(=O)CSc3nc4c(cc3C#N)CCC4)cc2)c1C	-4	8	-0.7	-2	0.96	-1	13	-3
O=C(NNC(=O)c1ccncc1)c1ccccc1	2	5	-1.2	1	0.92	-1	9	24
COc1ccc(CC(=O)Oc2ccccc2C)cc1S(=O)(=O)N1CCOCC1	2	-3	-1.3	-7	1	2	-1	2
CC(C)Cn1c(N)c(C(=O)COC(=O)C2CCCN2C(=O)c2cccs2)c(=O)n(C)c1=O (configuration not stated)	2	-14	-0.6	-3	1.1	-1	13	0
CN(Cc1cnn(C)c1)C(=O)CC1C(=O)NCCN1Cc1cccc(Oc2ccccc2)c1 (configuration not stated)	1	-18	0.9	16	1	-26	-8	-64
O=S(=O)(c1cccc(-c2nnco2)c1)N1CCOCC1	-1	6	0.7	-2	1	0	-3	27
CC(C)(C)c1cn(-c2ccc(F)cc2)c(=S)[nH]1	-1	-11	0.6	3	0.65	0	49	21
COC(=O)C1(S(=O)(=O)c2ccc(C)cc2)CCOCC1	0	-2	0.5	-1	1	4	-3	8
O=C(Nc1cc([N+](=O)[O-])ccc1F)C1CCN(S(=O)(=O)c2cccs2)CC1	-23	2	0.3	-3	1.1	0	-7	2
COc1cc2nc(=S)n3[nH]c(CCn4nc(C)cc4C)nc3c2cc1OC	-2	-7	-3.2	-10	0.88	0	53	0
O=S(=O)(c1ccc2c(c1)OCCCO2)N1CCNCC1	1	0	-0.4	-4	0.73	1	11	19
COc1ccc(NC(=S)NCCSc2ccc(C)cc2)c(OC)c1	-13	2	2.6	-15	0.88	-1	-7	23
COC(=O)C(Cc1ccc(OC(=O)c2ccc(C)cc2)cc1)N1Cc2ccccc2C1=O (configuration not stated)	14*	-15	-1.8	33	1	6	8	21
N#CC1=C(N)Oc2n[nH]c(-c3cccs3)c2C1c1ccccc1C(=O)O (configuration not stated)	1	-3	1.5	-8	1	-5	2	-14
Cc1cc(S(=O)(=O)Nc2ccc(C(=O)N3CCN(C(=O)c4ccco4)CC3)cc2)ccc1F	1	-10	-1.5	-18	0.89	0	-5	18
CC(=O)c1nn(-c2cccc(Br)c2)cc1C(=O)c1cccc2ccccc12	-10	2	6.0	10	1.3	-2	8	18
Cc1ccc(C(=O)OCC(=O)NC2CCCC2)cc1	3	3	0.0	-4	0.92	4	0	17
CC1Sc2ccc(S(=O)(=O)N3CCC(C(=O)Nc4cccc(Cl)c4)CC3)cc2NC1=O (configuration not stated)	5	-2	78*	-8	1.3	4	4	6
Cc1cc(NC(=O)CSc2nnc(-c3ccccc3)o2)no1	-1	15	2.0	-33	1	0	4	11
COc1cccc(NC2=NCCCCC2)c1	2	6	-1.3	3	0.96	1	-6	4
Cc1cc(C)nc(SCC(=O)OCC(=O)N(C)c2c(N)n(Cc3ccccc3)c(=O)[nH]c2=O)n1	1	-8	1.4	-5	1.1	-1	0	5
CCOC(=O)n1c(=O)n(Cc2cccc(F)c2)c2ccccc21	-2	-6	1.2	-1	0.95	4	10	13
O=C1CC(c2ccccc2)CC2=C1C(c1ccccn1)Nc1ccccc1N2 (configuration not stated)	-1	1	-0.5	-10	1.1	-2	5	15
CC(Oc1ccc2c(c1)oc(=O)c1ccccc12)C(=O)NC(Cc1c[nH]c2ccc(O)cc12)C(=O)O (configuration not stated)	-2	4	0.4	-10	1.1	1	18	-143
COc1ccc(/C=C2\CCC(C3CCCC3)C2=O)cc1 (configuration not stated)	-1	54*	0.3	-7	1	3	1	13
Cn1c(=O)[nH]c(=O)c2c1nc(N1CCOCC1)n2CCCSc1ncccn1	-2	-25	-9.2	3	0.97	1	-20	22
Cc1ccc(NC(=O)CCc2nc3ccccc3c(=O)[nH]2)cc1S(=O)(=O)N1CCOCC1	-1	-22	-0.4	-3	0.99	-4	-21	2

Full records from above. Order of values: GRIN3A LBD mod, SENP6 inh, MPTP block, ATG4B inhibitor, hIAP act, SENP1 inh, PfGluPho inh, SENP8 block
Entry for Cc1ccc(NC(=O)CCc2nc3ccccc3c(=O)[nH]2)cc1S(=O)(=O)N1CCOCC1 = -1, -22, -0.4, -3, 0.99, -4, -21, 2
Entry for N#CC1=C(N)Oc2n[nH]c(-c3cccs3)c2C1c1ccccc1C(=O)O (configuration not stated) = 1, -3, 1.5, -8, 1, -5, 2, -14
Entry for Cc1ccc(C(=O)OCC(=O)NC2CCCC2)cc1 = 3, 3, 0.0, -4, 0.92, 4, 0, 17
Entry for CC(=O)c1nn(-c2cccc(Br)c2)cc1C(=O)c1cccc2ccccc12 = -10, 2, 6.0, 10, 1.3, -2, 8, 18
Entry for Cc1cc(NC(=O)CSc2nnc(-c3ccccc3)o2)no1 = -1, 15, 2.0, -33, 1, 0, 4, 11
